# Assay outcomes: PubChem BioAssay, National Center for Advancing Translational Sciences (NCATS)
# DNA Pol III inh – qHTS Assay for Inhibitors of DNA Polymerase III Holoenzyme System; reconstituted DNA polymerase III holoenzyme replication, biochemical; Potency, µM (doses to about 57.1 µM), inactives show at the highest dose activity change, negative = inhibition; 71,000 tested, 0.25% active; also: potency is read from the fitted curve at half-maximal effect; % is scaled to controls: 0 for no effect and ±100 for the full control effect
#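 Reconstituted *E. coli* holoenzyme (0.35 nM Pol III, 1 nM beta, 154 nM SSB, 2 nM primase) was preincubated with compound for 15 min at RT. Synthesis on 1.4 nM ssM13Gori ran 35 min, then was stopped with PicoGreen/EDTA and read as dsDNA fluorescence.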
# UbGFP stabilizer – Ubiquitin-GFP Assay; Ubiquitin-GFP reporter cells, proteasome inhibition, GFP fluorescence; response scale: untreated = 0%, 10 µM MG-132 = 100%; Potency, µM (titrated, usually from 45.9 µM), for inactives: at the top dose activation (GFP accumulation), usual class: activators; 67,000 tested, under 10 active; AID 526, 2006; active = well fitted activation curve with a large enough effect, not every such curve was filed as active; inconclusive = small, poorly fitted or top-dose-only effect, or another doubt; inactive = no such curve, though single readings can be large or run the other way; also: potency is read from the fitted curve at half-maximal effect
#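 Proteasome blockade was scored as a rise in GFP-expressing U2OS cells carrying a ubiquitin(G76V)-GFP construct, imaged after 4 hr compound treatment at 37 °C across a 46 uM–2.9 nM series.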
# 4-MU autofl – qHTS Assay for Spectroscopic Profiling in 4-MU Spectral Region. compound autofluorescence, 340/450 nm, 4-MU equivalents; hits give high values. max dye-equivalent concentration, M. 59,000 tested, 11% active; in the data active = max dye-equivalent concentration above about 10 nM; inconclusive = mostly about 1.1 nM to 9.6 nM
#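 Compounds in 100 mM Tris, pH 8.0, incubated 15 min at room temperature, then fluorescence read at 340 nm excitation/450 nm emission. Signal converted to 4-MU dye-equivalent concentration using an on-plate six-point 4-MU standard curve.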
# GFP derepression – qHTS Assay for Epigenetic Modulators; mouse C127i GFP locus derepression, cytometry, 30 h; Potency, µM (titrated, usually from 46.1 µM), for the others: top-dose GFP derepression (activation); 68,000 tested, 0.09% active; also: % of control where 0% means no effect
#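 Murine C127i mammary cells carrying a silenced, stably integrated CMV-driven GFP reporter were treated with compound for 30 hours at 37 C. After PBS washes, GFP-positive cells were counted by laser-scanning microplate cytometry.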
# 15-hLO inh – qHTS Assay for Inhibitors of 15-hLO (15-human lipoxygenase) | purified 15hLO-1, xylenol orange hydroperoxide absorbance | Potency, µM (top dose mostly 57.1 µM), for inactives: at the highest dose activity change, negative = inhibition, usual class: inhibitors | 74,000 tested, 1.4% active | AID 887, 2007; also: potency is read from the fitted curve at half-maximal effect; % is scaled to controls: 0 for no effect and ±100 for the full control effect; nearly all actives have a fitted effect of over 55% in size
# Target sequence (P16050 whole entry, looked up): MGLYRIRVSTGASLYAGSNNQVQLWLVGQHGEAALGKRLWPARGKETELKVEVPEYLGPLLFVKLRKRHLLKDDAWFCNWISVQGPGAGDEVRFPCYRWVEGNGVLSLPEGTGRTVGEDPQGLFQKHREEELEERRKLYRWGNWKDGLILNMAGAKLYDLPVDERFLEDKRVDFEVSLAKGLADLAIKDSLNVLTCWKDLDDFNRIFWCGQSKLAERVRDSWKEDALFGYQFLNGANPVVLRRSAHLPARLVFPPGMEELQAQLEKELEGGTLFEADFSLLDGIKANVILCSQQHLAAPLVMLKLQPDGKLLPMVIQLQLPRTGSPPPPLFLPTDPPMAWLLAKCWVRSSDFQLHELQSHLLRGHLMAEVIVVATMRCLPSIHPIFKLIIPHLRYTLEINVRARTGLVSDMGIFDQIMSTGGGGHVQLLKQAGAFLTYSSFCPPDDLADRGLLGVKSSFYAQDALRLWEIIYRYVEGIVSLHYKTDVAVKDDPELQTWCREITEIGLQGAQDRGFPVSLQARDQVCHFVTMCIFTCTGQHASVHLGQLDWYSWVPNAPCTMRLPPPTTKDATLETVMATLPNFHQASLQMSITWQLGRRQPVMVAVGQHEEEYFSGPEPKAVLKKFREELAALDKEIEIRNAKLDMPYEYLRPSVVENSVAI
#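 Compounds were preincubated 15 min at room temperature with 40 nM purified human enzyme (25 mM Hepes pH 7.5, 0.01% Triton X-100); 50 uM arachidonic acid reacted 6 min. Fe-xylenol orange detection, 30 min, absorbance ratio 573/405 nm.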
# BRCT PPI green – qHTS Assay for Inhibitors of BRCT-Phosphoprotein Interaction (Green Fluorophore) | Breast cancer type 1 susceptibility protein (Homo sapiens), P38398 | AID 875, 2007 | 75,000 tested, 0.05% active | BRCA1 BRCT-phosphopeptide binding, green fluorescence polarization | Potency, µM (series often up to 76.9 µM), for the others: at the highest dose activity change, negative = inhibition, usual class: inhibitors;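 also: potency is read from the fitted curve at half-maximal effect; plate controls were peptide without protein for full effect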
#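 Compounds were incubated for 12 min at room temperature with a complex of 100 nM fluorescein-tagged pBACH1 decapeptide and 250 nM His-tagged BRCT protein. Buffer was phosphate pH 7.3 with EDTA, DTT and Tween 20. Disruption of binding lowers the polarization signal.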
# CRE Fsk mod – Cell signaling CRE-BLA (Fsk stim) | CHO CRE-bla reporter (cAMP response element driving beta-lactamase), forskolin EC10, beta-lactamase ratio | Potency, µM (series often up to 38.2 µM), for the others: at the top dose activity change, negative = inhibition, actives largely listed as activators | 71,000 tested, 2.5% active; active = well fitted activation curve with a large enough effect in the signal ratio, with a control signal flat, not every such curve was filed as active; inconclusive = small, poorly fitted or top-dose-only effect, or effect the other way, or a change in a side signal; the % refers to the signal ratio; also: potency is read from the fitted curve at half-maximal effect; % of control where 0% means no effect
#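 CRE-bla CHO cells stimulated with EC10 NKH 477 (water-soluble forskolin) and compound titrations, 3 h at 37C; beta-lactamase read with CCF4 after 2 h at room temperature. Activity from 460/530 nm emission ratio, AC50 values for positive or negative modulation.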
# Hsp90 Hop PPI – qHTS Assay for Disrupters of an Hsp90 Co-Chaperone Interaction; Potency, µM (titrated, usually from 57 µM), for the others: at the highest dose activity change, negative = inhibition; AlphaScreen TPR2A-His6 binding biotin-Hsp90 C-terminal peptide; 71,000 tested, 0.44% active; Hsp90 C-terminal peptide / TPR2A (Hop) interaction, human; AID 595, 2007; active = well fitted curve in either direction with a large enough effect; inconclusive = small, poorly fitted or top-dose-only effect, or another doubt; also: potency is read from the fitted curve at half-maximal effect; % is scaled to controls: 0 for no effect and ±100 for the full control effect; many of its hits are not listed in these tables
# HBB splice mod – qHTS Assay for Modulators of Hemoglobin Beta Chain Splicing | HBB splicing reporter cell assay, activation; EGFP reporter with mutant IVS2-654 intron; response scale: normalised to 500 nM splice-correcting PNA | Potency, µM (series often up to 46.1 µM), inactives show top-dose activation, most hits filed as activators | 65,000 tested, 0.06% active; also: potency is read from the fitted curve at half-maximal effect; 0% is about no effect
#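 Compounds were applied for 2 days to HeLa EGFP-654 cells, 500/well in Optimem with 2% FCS. The reporter's EGFP is disrupted by mis-splicing of beta-globin intron IVS2-654. Readout: summed well GFP fluorescence from 488 nm laser scanning; reference was 500 nM antisense […] 654 PNA.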
# BRCT PPI red – qHTS Assay for Inhibitors of BRCT-Phosphoprotein Interaction (Red Fluorophore); Breast cancer type 1 susceptibility protein (Homo sapiens), P38398; Potency, µM (series often up to 76.9 µM), for the others: top-dose activity change, negative = inhibition, usual class: inhibitors; BRCT-phosphopeptide binding, red fluorescence polarization; 75,000 tested, 0.03% active; also: % is scaled to controls: 0 for no effect and ±100 for the full control effect
#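 Rhodamine-labelled pBACH1 10-mer (100 nM) bound to BRCT domain (100 nM) at pH 7.3; compounds incubated 12 min room temperature, polarization read. Free peptide defines full inhibition; unlabelled decapeptide titrated as control.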
# A350 fluor – qHTS Assay for Spectroscopic Profiling in A350 Spectral Region | Compound autofluorescence, 340/450 nm, Alexa 350 dye-equivalents; hits give high values | max dye-equivalent concentration, M | 59,000 tested, 11% active; in the data active = max dye-equivalent concentration above about 10 nM; inconclusive = mostly about 1.1 nM to 9.6 nM
# The depositor's hits bear a star; i = inactive; u = inconclusive; x = not tested or not shown; & = joins results of further samples; [ ] = remark or other dose. Unless noted, calls follow the shape of the dose curve; as a rule, active = well fitted curve in the direction sought with a large enough effect; inconclusive = small, poorly fitted or top-dose-only effect, or another doubt; inactive = no such curve, though single readings can be large; an effect the other way counts as inactive or inconclusive.
SMILES | Hsp90 Hop PPI | 15-hLO inh | CRE Fsk mod | BRCT PPI green | HBB splice mod | 4-MU autofl | DNA Pol III inh | UbGFP stabilizer | A350 fluor | GFP derepression | BRCT PPI red
CCOC(=O)Nc1ccc(NS(=O)(=O)c2ccc(C)cc2)cc1 | -1.1% | -22.7% | -1.0% | 2.1% | -0.8% | i | -0.3% | 4.5% | i | 2.3% | -0.4%
CCOC(=O)c1cnc(-n2nc(C)cc2C)nc1N(CC)CC | u | 58.4%[activator] | u | -0.3% | -2.0%[57.5 µM] | 1.16e-08M* | -5.3% | -3.4% | 1.54e-08M* | 0.0% | 0.4%
CC(C)COC(=O)NCC12C=CC(O1)C1C(=O)N(c3ccc(Cl)cc3)C(=O)C12 (configuration not stated) | -0.9% | -15.1% | 0.7% | 0.6% | 2.2%[0.369 µM] | i | 2.8% | -6.0% | i | 19.6% | -1.7%
O=C(O)c1ccc([N+](=O)[O-])c(P(=O)(O)O)c1 | -3.4%[11 µM] | 7.9%[11.4 µM] | 1.9%[7.6 µM] | -0.2%[15.4 µM] | 0.9%[9.22 µM] | i | -12.3%[11.4 µM] | -2.0%[9.17 µM] | i | 0.2%[9.22 µM] | 1.0%[15.4 µM]
Cc1noc(C)c1CSc1ccc2ccccc2n1 | 4.7% | -3.4% | 18.1% | 0.5% | 1.1% | i | -2.5% | 3.2% | i | 0.0% | -3.1%
CN(C)S(=O)(=O)N1CCN(S(=O)(=O)N(C)C)CC1 | -4.0% | 3.4% | -3.1% | 1.4% | -0.8% | i | -2.9% | 9.2% | i | 4.7% | 1.5%
O=C1CCCC2=C1C(c1ccncc1)c1c(nc(SCc3ccccc3Cl)[nH]c1=O)N2 (configuration not stated) | -3.3% | -8.4% | -13.1% | 3.4% | -0.1% | 4.18e-08M* | -0.4% | -1.2% | 3.9e-08M* | -2.7% | -0.8%
CC(C)Sc1nc2c(c(=O)[nH]c(=O)n2C)n1CCc1ccccc1 | -0.2% | -1.4% | u | 0.0% | 0.2%[57.5 µM] | i | 0.1% | -3.2% | i | -4.2% | 0.4%
CCCc1cc(=O)n2[nH]c(-c3ccccc3)cc2n1 | -3.2% | -1.3% | -3.6% | 0.4% | -0.3% | i | -5.2% | -3.7% | i | 1.8% | -2.5%
COc1cccc(OC)c1C(=O)N1CCOCC1 | -0.4% | 1.1% | -2.9% | -5.4% | 3.8% | i | 0.6% | 8.9% | i | 3.2% | -1.7%
CC(C)C(c1nnnn1C1CCCC1)N1CCCc2ccccc21 (configuration not stated) | 7.2% | -2.3% | -1.5% | -1.0% | x | i | -7.3% | 5.2% | i | 1.2% | -1.4%
CN(Cc1ccccc1)c1oc(COc2ccccc2F)nc1C#N | u | -15.0% | 20.8% | -0.3% | -0.1% | x | 3.7% | 2.5% | x | 7.3% | -0.3%
Nc1ccc(S(=O)(=O)c2ccc(N)cc2)cc1 | 3.1% | 3.8% | -5.4% | 0.9%[3.08 µM] | 0.0% | i | 4.2% | -8.4%[20.5 µM] | i | 1.5%&0.0%[20.6 µM] | 0.5%
CCOC(=O)C1CCN(C(=O)Cc2c(F)cccc2Cl)CC1 | 1.5% | -1.3% | u | 1.3% | -1.3% | i | -2.2% | -6.0% | i | -2.9% | -0.8%
N#Cc1nc(Cc2cccc3ccccc23)oc1NCCN1CCCCC1 | 7.94µM* | 29.4% | u | 1.1% | -1.0% | i | -7.4% | 0.1% | i | 5.7% | 0.2%
COC(=O)CS(=O)(=O)c1nnc([C@H](Cc2ccccc2)NC(=O)OC(C)(C)C)o1 | -10.3% | -29.5% | u | -1.2% | -5.3%[0.369 µM] | i | -10.6% | -6.0% | i | 2.2% | -0.4%
Cc1ccc(-c2cc(C(=O)NCCCn3ccnc3)c3cc(Br)ccc3n2)o1 | -19.5% | u | 11.3% | -0.1% | 1.5% | 1.1e-07M* | -14.9% | -2.5% | 1.1e-07M* | -2.7% | -0.8%
Cc1cc(-c2nnc3sc(C4CCCCC4)nn23)n[nH]1 | -4.4% | -4.5% | u | -1.8% | 0.5%[1.84 µM] | i | -5.3% | 4.9% | i | 1.6% | -1.5%
COc1ccc2[nH]cc(CCNc3ccnc(-c4ccccc4C)n3)c2c1 | u | u | 0.8% | -3.3% | 0.9% | i | -0.4% | -5.0% | i | 0.0%[9.22 µM] | -2.5%
CCCCN(C)Cc1c(C)[nH]c2ccc(OCC)cc2c1=O | -4.0%[2.3 µM] | -5.5% | 2.4% | -0.1% | -1.1% | x | 0.8% | 6.6% | x | x | -0.4%
O=C(c1ccc2c(c1)OCCO2)C1CCN(S(=O)(=O)c2ccccc2F)CC1 | 8.1% | -7.1% | 7.4% | -1.2% | x | i | 3.4% | -0.1% | i | 0.0% | -1.9%
CCN(CC)CC(=O)Nc1c(C)cc(C(C)(C)C)cc1C | -6.3% | 1.8% | -2.3% | -2.6% | -1.1% | i | -3.9% | -3.3% | i | 0.0% | -0.2%
Cc1cc(C)cc(OCc2ccc(C(=O)O)o2)c1 | -4.6% | -5.4% | u | -0.2% | 1.9% | i | 0.5% | -5.0% | i | 0.0% | 0.8%
NCCCNCCCCNCCCN | -1.7%&-5.0% | 11.4%[25.6 µM] | 7.0%&-3.4% | -0.8%&-1.7% | -0.7% | i | -2.3%&-2.4% | 14.9%&0.3% | i | 1.4%&0.0% | -0.4%&-1.0%
Cc1c(-c2ccccc2)[n+](=O)c(-c2ccco2)c(C)n1[O-] | -4.1% | 6.4% | -1.3% | -2.7% | 0.6% | u | -4.2% | -0.1% | u | 0.5% | -0.1%
COc1ccc(CN(CC(=O)NCc2ccco2)C(=O)CCC(=O)Nc2ccccn2)cc1 | 0.4% | 12.8% | -6.4% | -0.5% | 3.2%[57.5 µM] | i | -7.0% | 3.5% | i | 5.9% | -2.2%
COc1ccc2c(-c3ccccc3)cc3nnnn3c2c1 | -1.2% | -14.9% | u | -2.0% | 0.9%[57.5 µM] | i | -3.1% | -2.8% | i | 1.3% | 0.1%
COc1ccccc1CCn1c(=O)c(-c2ccc(Cl)cc2)nc2cncnc21 | -2.5% | -11.8% | u | 1.3% | -0.5% | i | 11.7% | -8.6% | i | 0.0%[9.22 µM] | -1.1%
Cc1nc(SCc2c(F)cccc2Cl)c2c(=O)n(C)c(=O)n(C)c2n1 | -2.8% | 17.1% | 2µM* | 0.9% | 0.6% | x | 1.8% | -14.4% | x | x | 0.5%
CCCCn1c2nc3ccccc3nc2c2c(=N)oc(C)nc21 | 3.0% | -1.3% | u | 22.1% | -0.1%[57.5 µM] | 1.9e-06M* | -7.1% | 4.8% | 1.79e-06M* | 0.0% | -1.8%
CCN1CCN(C(c2ccccc2OC)c2nnnn2C2CCCCC2)CC1 (configuration not stated) | -2.0% | 5.3% | u | -1.0% | 4.5%[57.5 µM] | u | -1.6% | -0.7% | u | 4.5% | -0.1%
CCn1c(N)nc2c1c(=O)n(C)c(=O)n2C | 1.1% | 3.5% | u | 1.0% | -0.3% | x | -7.5% | -5.7% | x | x | 1.5%
COc1cc(NC(=O)Nc2ccccc2)c(OC)cc1NC(=O)CN1CCCCC1 | u | -12.2% | 7.3% | -0.4% | x | i | 1.7% | 1.9% | i | 1.7% | -0.9%
COc1cc(C)cc(OC)c1/C=C\C(=O)O | -0.9%[11 µM] | -4.6%[11.4 µM] | 7.0%[7.6 µM] | -0.5%[15.4 µM] | 0.3%[9.22 µM] | i | -6.5%[11.4 µM] | -3.1%[9.17 µM] | i | 2.4%[9.22 µM] | 2.1%[15.4 µM]
Cc1onc(-c2ccccc2)c1C(=O)N1CCCSC1=Nc1ccccc1 | 3.4% | -9.6% | -7.7% | 2.1% | -0.1%[57.5 µM] | i | -1.8% | -3.1% | i | -1.2% | 1.2%
CC1CC(c2ccccc2)n2nc(NC(=O)c3cccs3)nc2N1 (configuration not stated) | -6.0% | 8.8% | -0.3% | -0.9% | -1.9%[0.369 µM] | i | -4.8% | 1.0% | u | -2.1% | 1.0%
CCCCOC(=O)CCNc1n[nH]c(=O)[nH]c1=O | -7.1% | 2.4% | 0.1% | -1.4% | -1.2% | x | 0.2% | 1.5% | x | -4.1% | 1.4%
